NS5 inhibitors – Dengue-2 NS5 methyltransferase inhibitors, primary screen, biochemical, confirmation dose response (AID 588689); Dengue-2 NS5 methyltransferase capping enzyme assay, biochemical; higher % means a stronger effect; inhibition, % at 25 µM, or IC50 in µM where a hit was titrated; 340,000 tested, 0.3% active; in the data active means a potency from the dose series; inconclusive means inhibition above about 29% without an active follow-up result
NTR1 ag – NTR1-driven beta-arrestin-GFP spot formation – imaging, U2OS cells, high content, primary screen (AID 493036); P30989; agonist mode; activation, % at 20 µM; 330,000 tested, 0.17% active;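 active means activation at or above 40% of the spot to cytoplasm intensity ratio, with at least 20 cells analyzed; inconclusive means wells under 20 cells, flagged as cytotoxic or low count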;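 further: 0% = DMSO without peptide and 100% = 100 nM NTR1 peptide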
Target sequence (P30989 whole entry, looked up): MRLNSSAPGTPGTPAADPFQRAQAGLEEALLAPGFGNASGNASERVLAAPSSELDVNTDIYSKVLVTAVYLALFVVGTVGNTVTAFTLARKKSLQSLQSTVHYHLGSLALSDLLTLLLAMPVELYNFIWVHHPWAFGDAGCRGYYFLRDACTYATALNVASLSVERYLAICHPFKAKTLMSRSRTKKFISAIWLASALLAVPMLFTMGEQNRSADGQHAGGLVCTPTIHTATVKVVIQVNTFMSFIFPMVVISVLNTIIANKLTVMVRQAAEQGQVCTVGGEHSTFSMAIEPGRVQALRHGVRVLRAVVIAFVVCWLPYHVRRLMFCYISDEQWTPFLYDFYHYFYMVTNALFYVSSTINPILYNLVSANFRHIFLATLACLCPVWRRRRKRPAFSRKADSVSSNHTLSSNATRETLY
GPR35 arrestin U2OS – inhibition of zaprinast-stimulated GPR35 beta-arrestin translocation – imaging, U2OS, beta-arrestin-GFP, zaprinast agonist, primary screen (AID 2058). U2OS GPR35 beta-arrestin-GFP translocation imaging, zaprinast antagonism; higher % means a stronger effect. 290,000 tested, 0.052% active. inhibition, % at 10 µM; hits with a dose series show IC50 in µM;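 active means inhibition of at least 50% with at least 30 cells and total cytoplasm GFP at most 10,000,000; inconclusive means under 30 cells or total GFP of 10,000,000 plus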
LYP phosphatase – PTPN22 lymphoid phosphatase activity blockers – biochemical, fluorescence intensity, uHTS (AID 1779); recombinant LYP phosphatase, fluorescence intensity; higher % means a stronger effect; one-dose inhibition, % at 11.5 µM; IC50 in µM for titrated hits; 290,000 tested, 0.054% active; in the data active means inhibition above about 50%;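 further: plate controls were vehicle with enzyme for no effect and no enzyme for full effect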
UTI89 phage lysis – inhibition of K1F phage lysis, E. coli UTI89, bacterial capsule biogenesis inhibitors, alamar blue (AID 488966) | 340,000 tested, 0.02% active | E. coli UTI89 K1F phage lysis, alamar blue, 2 h; higher % means a stronger effect | one-dose inhibition, % at 100 µM; IC50 in µM for titrated hits;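 active means phage lysis inhibition, versus mean bacterial control, above a set limit; inconclusive means no clear call, values can overlap the other calls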;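 further: capsule biogenesis inhibitors block K1F phage lysis so surviving cells raise fluorescence; higher fluorescence means more inhibition of phage lysis; actives were called in the ten point dose series up to 300 µM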
AID2073 – disruptors of CaV2.2 binding to Mint1 – biochemical, HTRF (AID 2073) | HTRF protein-protein interaction, Mint1-CaV2.2; higher % means a stronger effect | inhibition, % at 20 µM, or IC50 in µM where a hit was titrated | 290,000 tested, 0.19% active; in the data active means inhibition mostly above about 51%, no sharp cut-off; inconclusive means no clear call, values can overlap the other calls; inactive means mostly below about 53%; further: some results filed as inactive read as strong as hits
RSV antiviral HEp-2 – RSV antiviral activity via CPE protection, HEp-2 cells, primary 10 µM value included (AID 2391) | 310,000 tested, 0.13% active | one-dose CPE inhibition, % at 10 µM; IC50 in µM for titrated hits | HEp-2 cells, RSV-induced CPE inhibition; higher % means a stronger effect; in the data active means a potency from the dose series; inconclusive means CPE inhibition mostly from about 23% at the one dose, without a potency; inactive means the rest, 99 in 100 with CPE inhibition below about 21%; further: strong numbers were not always called active
Autophagy mod – modulators of autophagy; calls only at 10 µM (by protocol); 190,000 tested, 0.98% active; AID 463193; MEF GFP-LC3 puncta imaging; test concentration mostly 10 µM;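 active means percentage of spot-positive cells more than 3 SD above its plate mean, without a fluorescence outlier flag or 80% toxicity; inconclusive means no clear call, values can overlap the other calls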;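 further: spot-positive cell cutoff set from DMSO-treated cells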
WT yeast gro inh – growth inhibition of WT yeast, mitochondrial fusion screen. mitochondrial fusion phenotypic screen, WT strain. 190,000 tested, 2.1% active. AID 1362. inhibition, % at 10 µM; in the data active means inhibition above about 58%; tested in S. cerevisiae
WT yeast gro inh mutant strain – recorded beside WT yeast gro inh, whose call it bears; inhibition, %; mitochondrial fusion phenotypic screen, mutant strain inhibition
Autophagy mod cell loss 18 h – further read-out of Autophagy mod, marked with its call; toxicity, %; measured here: cell loss, nuclei count;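 cell loss after 18 h compound exposure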
NTR1 ag cell count 20 µM – recorded beside NTR1 ag, whose call it bears; cell count; measured here: cell count, cytotoxicity flag
NS5 inhibitors pilot replicate – recorded beside NS5 inhibitors, whose call it bears; inhibition, %; measured here: pilot screen replicate inhibition
Numbers without * were called inactive; i = inactive; ? = inconclusive; . = not tested or not shown; [ ] = dose if it differs, or a comment.

The opening 8 compounds, to show the layout:
SMILES | NS5 inhibitors | NTR1 ag | NTR1 ag cell count 20 µM | GPR35 arrestin U2OS | LYP phosphatase | UTI89 phage lysis | AID2073 | RSV antiviral HEp-2 | Autophagy mod | Autophagy mod cell loss 18 h | WT yeast gro inh | WT yeast gro inh mutant strain | others
Cc1ccc(NC(=O)/C(=C\c2ccccc2)NC(=O)/C=C/c2ccccc2)cc1 | -2% | -2.6 | 92 | -7% | -5% | 0.4% | 11% | 3.0% | i | -2 | -2 | -2
O=C(O)/C(=C\c1cccc(O)c1)c1ccc(S(=O)(=O)N2CCCC2)s1 | -1% | 5.6 | 40 | . | . | -0.1% | . | 1.8% | . | . | . | .
C/C(=N\NC(=O)CNc1ccc(F)cc1)c1cc2ccccc2o1 | 5% | 1.7 | 54 | 11% | 2% | -1.8% | -7% | 5.3% | i | 8 | -1 | -1
O=C(CCS(=O)(=O)c1cccc2nsnc12)NC1CCCCCC1 | -2% | 4.8 | 72 | -4% | -3% | 1.6% | -5% | 2.5% | i | -6 | 20 | 28
O=C(CSc1nnnn1C1CCCCC1)N1c2ccccc2Sc2ccccc21 | -6% | 0.8 | 85 | 4% | 3% | 0.4% | -6% | 17% | i | -23 | 15 | 13 | NS5 inhibitors pilot replicate=2.0
CCOC(=O)c1cnn(-c2ccccc2)c1NC(=O)c1ccccc1C | 2% | -0.1 | 51 | -2% | -6% | 3.2% | 2% | 0.5% | i | -7 | -3 | -59
CCCCCOC(=O)c1c(N)n(CCOC)c2nc3ccccc3nc12 | 1% | 0.5 | 68 | -3% | -16% | 9.9% | 21% | 4.2% | i | -9 | 1 | 61
Cc1ccc(N2CC(C(=O)NCc3n[nH]c(=O)c4ccccc34)CC2=O)cc1 (stereo not given) | 1% | 1.0 | 50 | . | . | 1.0%[50 µM] | . | -2.4% | . | . | . | .

The listing (from the top)
SMILES | NS5 inhibitors | NTR1 ag | NTR1 ag cell count 20 µM | GPR35 arrestin U2OS | LYP phosphatase | UTI89 phage lysis | AID2073 | RSV antiviral HEp-2 | Autophagy mod | Autophagy mod cell loss 18 h | WT yeast gro inh | WT yeast gro inh mutant strain | others
Cc1ccc(NC(=O)/C(=C\c2ccccc2)NC(=O)/C=C/c2ccccc2)cc1 | -2% | -2.6 | 92 | -7% | -5% | 0.4% | 11% | 3.0% | i | -2 | -2 | -2
O=C(O)/C(=C\c1cccc(O)c1)c1ccc(S(=O)(=O)N2CCCC2)s1 | -1% | 5.6 | 40 | . | . | -0.1% | . | 1.8% | . | . | . | .
C/C(=N\NC(=O)CNc1ccc(F)cc1)c1cc2ccccc2o1 | 5% | 1.7 | 54 | 11% | 2% | -1.8% | -7% | 5.3% | i | 8 | -1 | -1
O=C(CCS(=O)(=O)c1cccc2nsnc12)NC1CCCCCC1 | -2% | 4.8 | 72 | -4% | -3% | 1.6% | -5% | 2.5% | i | -6 | 20 | 28
O=C(CSc1nnnn1C1CCCCC1)N1c2ccccc2Sc2ccccc21 | -6% | 0.8 | 85 | 4% | 3% | 0.4% | -6% | 17% | i | -23 | 15 | 13 | NS5 inhibitors pilot replicate=2.0
CCOC(=O)c1cnn(-c2ccccc2)c1NC(=O)c1ccccc1C | 2% | -0.1 | 51 | -2% | -6% | 3.2% | 2% | 0.5% | i | -7 | -3 | -59
CCCCCOC(=O)c1c(N)n(CCOC)c2nc3ccccc3nc12 | 1% | 0.5 | 68 | -3% | -16% | 9.9% | 21% | 4.2% | i | -9 | 1 | 61
Cc1ccc(N2CC(C(=O)NCc3n[nH]c(=O)c4ccccc34)CC2=O)cc1 (stereo not given) | 1% | 1.0 | 50 | . | . | 1.0%[50 µM] | . | -2.4% | . | . | . | .
COc1cccc(C(=O)NCCS(=O)(=O)N2CCCC2)c1 | -6% | -0.5 | 63 | . | . | 0.6%[50 µM] | . | -0.6% | . | . | . | .
CCOc1ccc(Nc2nc3c(C)cccc3cc2C#N)cc1 | 13% | 4.5 | 63 | -4% | -7% | -2.2% | 28% | 2.2% | . | . | . | .
Fc1ccc(-n2nnc(-c3cccnc3)n2)cc1 | -5% | 1.0 | 67 | 1% | -8% | 0.9% | -4% | 2.4% | i | 23 | 0 | 4
COc1ccc(S(=O)(=O)N2CCCC(C(=O)NC3CC3)C2)cc1Cl (stereo not given) | 3% | -0.2 | 53 | -2% | -2% | 0.1% | -10% | 0.6% | . | . | . | .
CC1CCCN(S(=O)(=O)c2ccc3c(c2)c(=O)nc2ccccn23)C1 (stereo not given) | -5% | 0.6 | 52 | -17% | -9% | -0.1% | 13% | 0.5% | . | . | . | .
CCOc1ccc(NS(=O)(=O)c2cc(NC(=O)c3ccc(C)cc3)ccc2Cl)cc1 | -1% | 0.1 | 73 | -6% | 3% | 2.7% | 10% | 4.2% | i | 12 | 37 | 14
Cc1ccc2nsnc2c1S(=O)(=O)N1CCN(CCc2ccccc2)CC1 | -3% | -4.1 | 88 | -2% | -6% | -0.1% | -2% | 1.5% | i | 2 | -6 | 0
Cc1cc(C)cc(N(CC(=O)NCC2CCCO2)C(=O)CCC(=O)Nc2nccs2)c1 (stereo not given) | 4% | 1.6 | 40 | -20% | -6% | 0.0% | 10% | 1.7% | . | . | . | .
COc1cc(CC(=O)OCC(=O)N2C(C)CCCC2C)cc(OC)c1OC (stereo not given) | -2% | 0.2 | 91 | -7% | -6% | 0.3% | 12% | 2.3% | . | . | . | .
O=C(Cc1c(Cl)cccc1Cl)NC1CC1 | -4% | 0.5 | 87 | -1% | -6% | 0.2% | 17% | 1.6% | . | . | . | .
Cc1cc(NCCCN2CCOCC2)n2nc(C)c(-c3ccc(F)cc3)c2n1 | -4% | 1.1 | 89 | -1% | -6% | 1.1% | -4% | -0.8% | i | -14 | 21 | 56
COC(=O)c1cc2sccc2n1CC(=O)N1CCCc2ccccc21 | -6% | 2.6 | 40 | -3% | 2% | 0.3% | 5% | -0.2% | i | 10 | 18 | -17
CN1C(c2ccc(F)cc2)=CS/C1=C(/C#N)c1nnc(N2CCOCC2)n1-c1ccccc1 | 0% | 2.3 | 91 | -5% | -5% | -0.3% | 14% | 1.8% | i | -3 | 2 | 7
N#Cc1cccc(NC(=O)COC(=O)Cn2nc(-c3ccccc3)oc2=O)c1 | 3% | 1.6 | 71 | . | . | 0.5%[50 µM] | . | 0.5% | . | . | . | .
COc1ccc(C(=O)/C=C/Nc2cc(C)on2)cc1 | -3% | 0.0 | 38 | -8% | -1% | 0.0% | 8% | 0.6% | i | -9 | 2 | 0
CCOC(=O)C1=C(C)NC(=O)C1CC(=O)O (stereo not given) | -6% | 2.8 | 48 | -24% | -11% | 13% | 1% | 0.2% | i | 3 | 11 | 12
Cc1ccc(NC(=O)c2nn(C34CC5CC(CC(C5)C3)C4)cc2[N+](=O)[O-])cc1 | -2% | 1.4 | 58 | 1% | -6% | -1.5% | -2% | 12% | i | -30 | 23 | 9
N#CC1=C(N)Oc2cc3ccccc3cc2C1c1cccnc1 (stereo not given) | -8% | 0.3 | 63 | 12% | -11% | -3.7% | -10% | -0.4% | i | -1 | -5 | -11
C=C(C)CN(Cc1ccccc1)C(=S)Nc1ccccc1 | 0% | 0.9 | 46 | -1% | -6% | -0.1% | -4% | 1.0% | . | . | . | . | NS5 inhibitors pilot replicate=1.8
CC1=C(C(=O)Nc2ccccc2)C(c2ccc(C)o2)N2C(=O)CSC2=N1 (stereo not given) | . | 0.2 | 35 | -11% | -7% | . | 1% | 4.1% | i | -2 | -24 | -2
CN1CCN(C(=O)CSc2nc(-c3cccs3)cc(-c3cccs3)c2C#N)CC1 | -9% | . | . | 0% | -4% | -0.6% | -6% | -1.7% | i | -2 | -3 | -2
COc1ccc(C(=O)OC2CCN(C)CC2)cc1 | -6% | -0.1 | 43 | -9% | -7% | -0.3% | 5% | 0.1% | i | -4 | 23 | 9
COc1ccc2c(c1OC)C(=O)N(c1ccc(OCc3ccccc3)cc1)C2=O | -3% | 2.7 | 74 | -4% | -6% | 0.1% | 6% | 0.4% | . | . | . | .
O=C(NNC(=O)C1CC=CCC1)c1ccccc1Cl (stereo not given) | . | 1.8 | 57 | 9% | -7% | 0.6% | 2% | 0.3% | . | . | . | .
Cc1ccc(NC(=O)c2noc3c2CC(C(C)(C)C)CC3)cc1 (stereo not given) | 2% | 0.6 | 90 | 1% | -6% | 0.7% | 6% | 1.1% | i | 3 | -11 | -3
CCN(CC(=O)Nc1c(F)cccc1F)C(=O)/C=C/c1ccc(S(=O)(=O)N2CCCCCC2)cc1 | -12% | 0.9 | 38 | . | . | 0.0%[50 µM] | . | ? | . | . | . | .
CC(=O)Nc1ccc(-c2ccccc2)s1 | 3% | -1.4 | 36 | ? | -5% | 1.6% | 23% | 1.5% | i | -7 | 3 | -30
COC(=O)C1=C(C)N(C)C(=O)NC1c1c(O)ccc2ccccc12 (stereo not given) | -1% | 1.4 | 75 | 7% | -1% | -0.1% | 4% | 0.4% | . | . | . | .
O=C(O)CCC(=O)N1CCN(c2ncccc2C(F)(F)F)CC1 | -2% | -0.5 | 46 | 10% | -2% | -0.8% | -2% | 1.4% | . | . | . | .
CCOc1ccc(N2C(=O)CC(NCCNc3ccc(C(=O)c4cccs4)cc3)C2=O)cc1 (stereo not given) | 6% | 2.8 | 49 | 2% | 8% | 0.1% | 5% | 7.1% | i | -9 | 7 | -6
CCCCCc1nc2c(c(=O)c3ccccc3n2C)c(=O)n1Cc1ccc(OC)cc1 | -2% | 14 | 60 | 16% | 1% | 0.9% | 2% | 57% | . | . | . | .
COCCCNC(=S)NCCNc1nc2cc(C)c(C)cc2cc1C#N | -5% | 2.3 | 43 | 7% | -9% | -0.3% | 5% | 6.2% | i | 12 | 8 | 11
O=C(c1cc(N2C(=O)C3C4CCC(C4)C3C2=O)ccc1Cl)N1CCN(c2ccccc2F)CC1 (stereo not given) | 2% | 0.9 | 46 | 0% | 0% | 1.0%[50 µM] | -4% | 10% | i | 2 | 9 | -15
COc1ccc(Cn2c(O)c(C=Nc3ccccc3C(=O)O)c3ccccc3c2=O)cc1 | 10% | 3.1 | 69 | -16% | -2% | 0.0% | 7% | 1.4% | . | . | . | .
CCCCNC(=S)Nc1ccc2cn[nH]c2c1 | -11% | -0.3 | 66 | 15% | -7% | 2.3%[50 µM] | -4% | 2.1% | i | -12 | -12 | -8
CSc1nc(C)cc(C)c1C#N | -3% | -1.4 | 70 | 6% | -12% | 0.7%[50 µM] | 6% | 2.2% | i | -5 | 6 | -6

Compounds as they come, and some 2.6% of all compounds hit somewhere here.
